High-throughput results as filed in PubChem.
Shn3 3UTR inh: inhibitors of Schnurri-3 3'UTR reporter in osteoblasts; Clone20 osteoblast Shn3 3'UTR firefly luciferase, 24 h; inhibition, % at 12.5 µM; actives 0.52% (n = 360,000); AID 588674;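 active means mean inhibition of at least 75% with every replicate also reaching 75%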;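 further: 0% = median of neutral control wells and 100% = pilot-screen positive control compound; some compounds past the cut are filed as inactive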
TRPM1 prom inh: reduces MITF-dependent TRPM1 promoter luciferase signal | SK-MEL-5 TRPM1 promoter luciferase, 24 h | inhibition, % at 12.5 µM | actives 0.83% (n = 330,000);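 active means mean inhibition across replicates of 60% or more, whatever share of single replicates reaches that level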; further: values of inactives mirror those of a sister screen read the other way
Peg3 promoter: Peg3 promoter activity inhibition. inhibition, % at 20 µM. HeLa PEG-Prom luciferase reporter, luminescence, overnight. actives 1.7% (n = 360,000). AID 588405;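 active means inhibition of at least 50% at 20 µM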
TRAIL sens C8: sensitizes caspase-8 expressing cells to TRAIL; AID 624354; actives 1% (n = 360,000); NB7+C8 cells + TRAIL, ATPlite viability luminescence; inhibition (viability loss, TRAIL sensitization), % at 10 µM;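 active means compounds causing at least 50% loss of cell viability in the single-dose screen, relative to plate controls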
NR2E3 ag-1: agonists of human NR2E3 nuclear receptor | CHO-S Gal4-NCOR/VP16-NR2E3 two-hybrid, luciferase | Q9Y5X4 | inhibition of corepressor binding, % at 3.98 µM | actives 0.35% (n = 360,000) | AID 602229;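 active means inhibition above the mean of all tested compounds plus 3 SD, cut at about 70% in these data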;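 further: 0% = DMSO with NR2E3 transfected cells and 100% = cells lacking NR2E3 construct; higher means lower luciferase signal from less NR2E3 corepressor binding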
Target sequence (Q9Y5X4 whole entry, looked up, the tested form may be a part): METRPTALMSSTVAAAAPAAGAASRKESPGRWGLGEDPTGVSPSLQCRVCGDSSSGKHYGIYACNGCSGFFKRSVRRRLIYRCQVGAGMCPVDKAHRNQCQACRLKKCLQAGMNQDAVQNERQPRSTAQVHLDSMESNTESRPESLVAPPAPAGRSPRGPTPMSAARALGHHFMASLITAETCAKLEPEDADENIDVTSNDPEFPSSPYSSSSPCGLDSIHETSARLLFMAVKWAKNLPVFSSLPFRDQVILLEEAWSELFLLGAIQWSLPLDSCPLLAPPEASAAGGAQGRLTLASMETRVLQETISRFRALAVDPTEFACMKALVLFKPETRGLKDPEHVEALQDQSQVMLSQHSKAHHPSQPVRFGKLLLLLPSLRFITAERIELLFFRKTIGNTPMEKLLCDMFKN
NR2E3 ag-2: NR2E3 (human) agonism; Q9Y5X4; GST-NR2E3/biotin-RetCOR TR-FRET, 1536-well; inhibition of corepressor binding, % at 4.78 µM; actives 0.12% (n = 320,000); AID 2300;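 active means percent inhibition above the cutoff of mean plus 3 SD of all tested compounds, set per screening campaign, cut at about 20% in these data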;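 further: 0% = DMSO wells and 100% = biotin wells as full block of FRET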
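Format: 1536-well format; test system: GST-NR2E3 and biotin-RetCOR proteins; read-out basis: percent inhibition of TR-FRET ratio; timing: 5 h incubation at 4 °C; detection: time-resolved FRET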
HIF-2a block: HIF-2a inhibition; 786-0 RCC cells HIF-2a reporter, luciferase luminescence, overnight; inhibition, % at 18.8 µM; actives 0.72% (n = 360,000); AID 624352;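 active means inhibition of the luminescence signal of 40% or more relative to plate controls, in a single-dose primary screen at 18.75 µM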
EBV LMP1 NFkB: reduces LMP1-driven NF-kappaB luciferase signal. inhibition, % at 12.5 µM. actives 0.69% (n = 350,000). LMP1-induced NF-kappaB luciferase reporter cells, luminescence; in the data active means inhibition above about 41%;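 further: 0% = neutral control wells and 100% = reference inhibitor control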
CF NFkB inh: blocks PAF-induced NF-kB reporter in cystic fibrosis cells. KKLEB NF-kB-GFP reporter, GFP fluorescence overnight. inhibition, % at 5 µM. actives 0.86% (n = 360,000). AID 588850;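 active means at least 50% inhibition at 5 µM, scaled per plate between neutral and stimulator controls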;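 further: PAF is a Pseudomonas aeruginosa culture filtrate used as stimulus; plate controls were PAF-stimulated DMSO wells for no effect and unstimulated DMSO wells for full effect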
KKLEB tox: CF airway cell cytotoxicity counter-screen; KKLEB CF airway cells viability, ATPlite luminescence, overnight; active compounds read low; cells stimulated with P. aeruginosa culture filtrate; activity change (cytotoxicity), % at 5 µM; actives 0.36% (n = 360,000);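 active means corrected activity change at or below -50% at 5 µM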
hiPSC survival: increases survival of single human iPS cells. hiPSC single-cell survival, ATPlite luminescence; 100% = ROCK inhibitor wells, 0% = DMSO. survival enhancement, % at 20 µM. actives 0.044% (n = 360,000); in the data active means survival enhancement above about 18%;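 further: cells exposed to compounds for 16 hours before the ATP read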
Active calls of the source: *. The list is partial. The share of hits here may be higher or lower than overall.

Preview:
For Nc1ccc(C(=O)N/N=C/c2ccc(N3CCOCC3)s2)cc1 the results were Shn3 3UTR inh -1, TRPM1 prom inh -12, Peg3 promoter -14, TRAIL sens C8 2, NR2E3 ag-1 -50, HIF-2a block -26, EBV LMP1 NFkB -13, CF NFkB inh 1, KKLEB tox 7 and hiPSC survival -0.6.
For COc1ccc(C(=O)NCC23C=CC(O2)C2C(=O)N(Cc4ccccc4)C(=O)C23)cc1 (stereo unspecified) the results were Shn3 3UTR inh 29, TRPM1 prom inh 4, Peg3 promoter -125, TRAIL sens C8 6, NR2E3 ag-1 3, NR2E3 ag-2 2, HIF-2a block -168, EBV LMP1 NFkB 7, CF NFkB inh 5, KKLEB tox -2 and hiPSC survival 6.1.
Screening O=C(NCCCN1CCOCC1)c1cc2c(s1)CSC2 returned Shn3 3UTR inh -5, TRPM1 prom inh 5, Peg3 promoter -4, TRAIL sens C8 -2, NR2E3 ag-1 -20, NR2E3 ag-2 4, HIF-2a block 6, EBV LMP1 NFkB -13, CF NFkB inh 13, KKLEB tox 3 and hiPSC survival -0.4.
For COc1ccc2c(CSc3nc4nc(C)cc(C)n4n3)cc(=O)oc2c1 the results were Shn3 3UTR inh 16, TRPM1 prom inh -2, Peg3 promoter 14, TRAIL sens C8 -4, NR2E3 ag-1 14, NR2E3 ag-2 3, HIF-2a block 4, EBV LMP1 NFkB 2, CF NFkB inh 3, KKLEB tox -6 and hiPSC survival -0.6.

The whole of this part, from the start:
For Nc1ccc(C(=O)N/N=C/c2ccc(N3CCOCC3)s2)cc1 the results were Shn3 3UTR inh -1, TRPM1 prom inh -12, Peg3 promoter -14, TRAIL sens C8 2, NR2E3 ag-1 -50, HIF-2a block -26, EBV LMP1 NFkB -13, CF NFkB inh 1, KKLEB tox 7 and hiPSC survival -0.6.
For COc1ccc(C(=O)NCC23C=CC(O2)C2C(=O)N(Cc4ccccc4)C(=O)C23)cc1 (stereo unspecified) the results were Shn3 3UTR inh 29, TRPM1 prom inh 4, Peg3 promoter -125, TRAIL sens C8 6, NR2E3 ag-1 3, NR2E3 ag-2 2, HIF-2a block -168, EBV LMP1 NFkB 7, CF NFkB inh 5, KKLEB tox -2 and hiPSC survival 6.1.
Screening O=C(NCCCN1CCOCC1)c1cc2c(s1)CSC2 returned Shn3 3UTR inh -5, TRPM1 prom inh 5, Peg3 promoter -4, TRAIL sens C8 -2, NR2E3 ag-1 -20, NR2E3 ag-2 4, HIF-2a block 6, EBV LMP1 NFkB -13, CF NFkB inh 13, KKLEB tox 3 and hiPSC survival -0.4.
For COc1ccc2c(CSc3nc4nc(C)cc(C)n4n3)cc(=O)oc2c1 the results were Shn3 3UTR inh 16, TRPM1 prom inh -2, Peg3 promoter 14, TRAIL sens C8 -4, NR2E3 ag-1 14, NR2E3 ag-2 3, HIF-2a block 4, EBV LMP1 NFkB 2, CF NFkB inh 3, KKLEB tox -6 and hiPSC survival -0.6.
`COc1cc2c(-c3ccc4[nH]ccc4c3)c(-c3ccc(C#N)cc3)oc(=O)c2cc1OC` gave Shn3 3UTR inh 25, TRPM1 prom inh -4, Peg3 promoter 16, TRAIL sens C8 -5, NR2E3 ag-1 6, NR2E3 ag-2 4, HIF-2a block 1, EBV LMP1 NFkB 11, CF NFkB inh -11, KKLEB tox 14 and hiPSC survival -0.4.
`COc1ccc(C(=O)Nc2cccc([N+](=O)[O-])c2)cc1Br` gave Shn3 3UTR inh -16, TRPM1 prom inh 2, Peg3 promoter -22, TRAIL sens C8 2, NR2E3 ag-1 -23, NR2E3 ag-2 0, HIF-2a block -56, EBV LMP1 NFkB 12, CF NFkB inh 27, KKLEB tox -16 and hiPSC survival 1.9.
CC1CCCC(NC(=O)C2CCN(S(=O)(=O)N3CCOCC3)CC2)C1C (stereo unspecified) was read as Shn3 3UTR inh -3, TRPM1 prom inh -6, Peg3 promoter 15, TRAIL sens C8 -3, NR2E3 ag-1 -19, NR2E3 ag-2 -2, HIF-2a block 6, EBV LMP1 NFkB 0, CF NFkB inh 7, KKLEB tox 7 and hiPSC survival 0.4.
CCOc1ccc(N2CC(C(=O)NCCN3C(=O)S/C(=C/c4cccnc4)C3=O)CC2=O)cc1 (stereo unspecified) was read as Shn3 3UTR inh -3, TRPM1 prom inh 9, Peg3 promoter 1, TRAIL sens C8 -5, NR2E3 ag-1 -23, HIF-2a block 4, EBV LMP1 NFkB 8, CF NFkB inh -12, KKLEB tox -1 and hiPSC survival -0.2.
`Cc1ccc(OCc2nc(C#N)c(NCCCn3ccnc3)o2)cc1` gave Shn3 3UTR inh -4, TRPM1 prom inh 9, Peg3 promoter 9, TRAIL sens C8 3, NR2E3 ag-1 -3, NR2E3 ag-2 0, HIF-2a block 10, EBV LMP1 NFkB -7, CF NFkB inh 0, KKLEB tox 2 and hiPSC survival -3.2.
Screening COc1ccc(SCCC(=O)NCc2ccncc2)cc1 returned Shn3 3UTR inh 18, TRPM1 prom inh 1, Peg3 promoter 0, TRAIL sens C8 -4, NR2E3 ag-1 -19, NR2E3 ag-2 -2, HIF-2a block 27, EBV LMP1 NFkB -3, CF NFkB inh 24, KKLEB tox -5 and hiPSC survival -0.5.
For N#CCC(=O)Nc1ccc(C(=O)NCCc2c[nH]c3ccccc23)cc1 the results were Shn3 3UTR inh -16, TRPM1 prom inh 5, Peg3 promoter -2, TRAIL sens C8 -29, NR2E3 ag-1 -19, NR2E3 ag-2 1, HIF-2a block -1, EBV LMP1 NFkB 0, CF NFkB inh -16, KKLEB tox 5 and hiPSC survival -0.3.
Screening CC(=O)COc1cc(C)cc2oc(=O)c(C)c(C)c12 returned Shn3 3UTR inh -27, TRPM1 prom inh -3, Peg3 promoter 7, TRAIL sens C8 -1, NR2E3 ag-1 -3, NR2E3 ag-2 0, HIF-2a block 13, EBV LMP1 NFkB -8, CF NFkB inh -26, KKLEB tox 4 and hiPSC survival -2.3.
Screening CCN(CC)S(=O)(=O)c1cccc(NC(=O)COC(=O)c2cccs2)c1 returned Shn3 3UTR inh 1, TRPM1 prom inh 5, Peg3 promoter 1, TRAIL sens C8 -12, NR2E3 ag-1 -19, NR2E3 ag-2 -1, HIF-2a block 14, EBV LMP1 NFkB -7, CF NFkB inh -2, KKLEB tox 6 and hiPSC survival -0.2.
`Cc1nc(NC2=NCN(CCCN3CCOCC3)CN2)nc2c(C)cccc12` gave Shn3 3UTR inh 7, TRPM1 prom inh 35, Peg3 promoter 11, TRAIL sens C8 22, NR2E3 ag-1 -8, NR2E3 ag-2 3, HIF-2a block 4, EBV LMP1 NFkB -9, CF NFkB inh -46, KKLEB tox 7 and hiPSC survival 0.0.
Screening CCCc1nc2c(c(=O)c3ccccc3n2C)c(=O)n1C1CCCCCC1 returned Shn3 3UTR inh -1, TRPM1 prom inh 73*, Peg3 promoter -44, TRAIL sens C8 26, NR2E3 ag-1 -31, NR2E3 ag-2 3, HIF-2a block 8, EBV LMP1 NFkB -5, CF NFkB inh 56*, KKLEB tox -22 and hiPSC survival 6.1.
For COc1ccc(CNC(=O)CN(c2ccc(OC)cc2)S(=O)(=O)c2c(C)nn(C)c2C)cc1 the results were Shn3 3UTR inh -6, TRPM1 prom inh 8, Peg3 promoter -1, TRAIL sens C8 -10, NR2E3 ag-1 -20, NR2E3 ag-2 1, HIF-2a block 15, EBV LMP1 NFkB -8, CF NFkB inh -4, KKLEB tox 0 and hiPSC survival 4.4.
Screening c1ccc2c(c1)NC1(CCCC1)n1c-2nc2ccccc21 returned Shn3 3UTR inh -79, TRPM1 prom inh -81, Peg3 promoter -197, TRAIL sens C8 -5, NR2E3 ag-1 -118, NR2E3 ag-2 1, HIF-2a block -317, EBV LMP1 NFkB -20, CF NFkB inh -13, KKLEB tox 2 and hiPSC survival -0.4.
Screening COc1ccc(C(C)NS(=O)(=O)Cc2ccccc2)cc1 (stereo unspecified) returned Shn3 3UTR inh -6, TRPM1 prom inh -4, Peg3 promoter 6, TRAIL sens C8 -8, NR2E3 ag-1 5, NR2E3 ag-2 1, HIF-2a block -9, EBV LMP1 NFkB 2, CF NFkB inh -6, KKLEB tox -1 and hiPSC survival -0.6.
Screening CCOc1ccc(NC(=O)c2ccc(NC(=O)Cc3n[nH]c(=O)c4ccccc34)cc2)cc1 returned Shn3 3UTR inh -5, TRPM1 prom inh 3, Peg3 promoter -10, TRAIL sens C8 -2, NR2E3 ag-1 -31, NR2E3 ag-2 1, HIF-2a block 9, EBV LMP1 NFkB 0, CF NFkB inh -13, KKLEB tox 12 and hiPSC survival -0.4.
COc1cc(NC(C)=O)c2ncccc2c1Br was read as Shn3 3UTR inh -9, Peg3 promoter 3, TRAIL sens C8 7, NR2E3 ag-1 -34, HIF-2a block 1, EBV LMP1 NFkB 8, CF NFkB inh -30, KKLEB tox 17 and hiPSC survival -1.5.
`COc1ccc(-n2nc(C(=O)NCC(=O)N3CCN(c4ccccc4F)CC3)c3ccccc3c2=O)cc1` gave Shn3 3UTR inh -60, TRPM1 prom inh -86, Peg3 promoter -195, TRAIL sens C8 72*, NR2E3 ag-1 -43, NR2E3 ag-2 3, HIF-2a block -198, EBV LMP1 NFkB -22, CF NFkB inh 1, KKLEB tox -10 and hiPSC survival -0.6.
`CC(=O)Nc1ccc(NC(=O)C2CC(=O)N(c3cccc(Cl)c3)C2)cc1` (stereo unspecified) gave Shn3 3UTR inh 7, TRPM1 prom inh 4, Peg3 promoter 2, TRAIL sens C8 0, NR2E3 ag-1 11, NR2E3 ag-2 2, HIF-2a block 19, EBV LMP1 NFkB -2, CF NFkB inh 4, KKLEB tox 5 and hiPSC survival 2.3.
`CCOc1ccc2nc(N(CCCN(C)C)C(=O)c3ccc(S(=O)(=O)N4CCCC4)cc3)sc2c1` gave Shn3 3UTR inh -14, TRPM1 prom inh -9, Peg3 promoter -27, TRAIL sens C8 7, NR2E3 ag-1 -7, NR2E3 ag-2 2, HIF-2a block 9, EBV LMP1 NFkB 11, CF NFkB inh 5, KKLEB tox 7 and hiPSC survival -0.1.
`CC(C)N(C(=O)c1ccc2nc(-c3ccccc3)c(-c3ccccc3)nc2c1)C(C)C` gave Shn3 3UTR inh 27, TRPM1 prom inh 3, Peg3 promoter 24, TRAIL sens C8 8, NR2E3 ag-1 -7, NR2E3 ag-2 6, HIF-2a block 15, EBV LMP1 NFkB 4, CF NFkB inh 30, KKLEB tox -8 and hiPSC survival 0.0.
Screening C[C@@H]1CN(c2c(F)c(F)c3c(=O)c(C(=O)O)cn(C4CC4)c3c2F)C[C@H](C)N1 returned Shn3 3UTR inh 12, TRPM1 prom inh -23, Peg3 promoter 0, TRAIL sens C8 -12, NR2E3 ag-1 -9, HIF-2a block 9, CF NFkB inh -1, KKLEB tox 0 and hiPSC survival -0.5.
